Screening results as filed in PubChem BioAssay.
BRCA1 expr act = increases BRCA1 expression; MCF7-BRCA1-FFLuc reporter, luminescence, 48 h; response scale: scaled: vehicle 0%, 10 µM genistein 100%; Potency, µM (top dose mostly 46.1 µM), for the others: top-dose activation, actives largely listed as activators; hit rate 1.1% among 380,000; AID 624202; active means well fitted activation curve with a large enough effect; inconclusive means small, poorly fitted or top-dose-only effect; inactive means no such curve, though single readings can be large or run the other way; further: nearly all actives have a fitted effect of over 80% in size; some results filed as inactive show a strong effect at the top dose
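Luminescence from a BRCA1-driven firefly luciferase in MCF7 cells was the read-out, taken 15 min after substrate addition following 48 h compound exposure at 37 °C. Data were normalized to a 10 microM genistein control and DMSO vehicle.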
The depositor's hits bear a star; ? = inconclusive. Potency means the concentration at half of the fitted maximal effect. The list is partial; the hit share may differ from the screen's.

SMILES | BRCA1 expr act
Fc1ccccc1N1CCN(c2ncnc3onc(-c4ccc(Cl)cc4)c23)CC1 | 3%
O=C(Nc1cccc(C(F)(F)F)c1)c1ccc2sc([C@H]3C[C@H](O)[C@@H](CO)O3)nc2c1 | -34%
COc1ccc(NC(=O)c2ncoc2-c2ccco2)cc1Cl | 35%
CCCCCCCCN1C(=O)[C@H](CC(=O)NCc2cccs2)C[C@@]2(C(=O)OC)CCCCC=C12 | -49%
COc1cc(OC)c(C2CC(=O)Nc3ccc4ccccc4c32)cc1OC (stereo not given) | -13%
Cc1cccc(C)c1NC(=O)C1c2ccccc2OCC(=O)N1CCc1c[nH]c2ccccc12 (stereo not given) | -1%
CNc1ccc(-c2cccc(C(C)=O)c2)cn1 | 30%
O=C(C[n+]1ccc(C(=O)c2ccccc2)cc1)Nc1cccc([N+](=O)[O-])c1 | -18%
COc1ccccc1N1CCN(c2ncnc3onc(-c4ccc(F)cc4)c23)CC1 | -1%
O=C(C[N+]1(CCO)CCOCC1)c1ccc(F)c2ccccc12 | -47%

Structures above that have fluorine, in the order listed:
SMILES | BRCA1 expr act
Fc1ccccc1N1CCN(c2ncnc3onc(-c4ccc(Cl)cc4)c23)CC1 | 3%
O=C(Nc1cccc(C(F)(F)F)c1)c1ccc2sc([C@H]3C[C@H](O)[C@@H](CO)O3)nc2c1 | -34%
COc1ccccc1N1CCN(c2ncnc3onc(-c4ccc(F)cc4)c23)CC1 | -1%
O=C(C[N+]1(CCO)CCOCC1)c1ccc(F)c2ccccc12 | -47%

(more compounds)
SMILES | BRCA1 expr act
CCc1nc2c(OCC(=O)c3ccc(Cl)cc3Cl)cccn2c1N(C)C(=O)COc1ccccc1 | -54%
O=C1NC[C@H](CCCCN2C[C@H](Cc3ccc(O)cc3)N(CCc3ccccc3)C(=O)C2=O)N(CCc2ccccc2)C1=O | 17%
COc1ccc(Cc2c(-c3ccc(C)cc3)nc3cc(C)c(Br)c(C)n23)c(C)c1 | -30%
CCOc1ccc(OCC)c(NC(=O)c2cnn(-c3ccc(F)cc3)c2-n2cccc2)c1 | -9%
Cc1nc2c(OCc3ccc(Cl)cc3)cccn2c1N(C)Cc1cccs1 | -21%
CCc1nc2c(OCc3ccccc3)cccn2c1N(C)C(=O)c1ccc2c(c1)OCO2 | -20%
CCc1nc2c(OCc3ccccc3C(=O)OC)cccn2c1N(C)C(=O)CC(C)C | -1%
O=C(NCc1cc(Cl)cc(Cl)c1)c1ccc2nc([C@@H]3O[C@H](CO)[C@@H](O)[C@H]3O)[nH]c2c1 | -5%
COc1cccc(-c2ccc(CN3C(C(C)C)C(=O)N(Cc4cn(CCC5OCCO5)nn4)CCS3(=O)=O)cc2)c1OC (stereo not given) | -26%
CS(=O)(=O)c1ccc(-c2cnc3c(NC=O)cc(-c4ccsc4)cn23)cc1 | -40%
CC1(C(=O)Nc2ccc(F)cc2F)CCN1C(=O)Cc1ccccc1 (stereo not given) | 1%
Cc1noc(C)c1Cn1c(C)c(C(=O)NCc2ccc3c(c2)OCCO3)sc1=O | 15%
Clc1ccc(-c2nc3ccc(Br)cn3c2Cc2ccsc2)cc1 | 3%
CCc1nc2c(OCc3ccc(Cl)cc3)cccn2c1N(C)C(=O)c1ccccc1F | -25%
CCc1nc2c(OCc3ccc(Cl)cc3Cl)cccn2c1N(C)C(=O)C(C)C | -62%
Nc1nn(-c2ccccc2)nc1C(=O)OCc1c(F)cccc1Cl | 37%
CCOc1cc(OCC)cc(C(=O)N2CCC[C@H]2C(=O)N2CCC[C@H]2C(=O)NCc2ccc(F)cc2F)c1 | 8%
CCOC(=O)C1CCCN(CC(=O)Nc2cc(C)c3c(=O)oc4ccccc4c3n2)C1 (stereo not given) | 3%
Cc1c(C(=O)N(Cc2cccc(Cl)c2)Cc2ccco2)oc2ccccc12 | -13%
Cc1ccn2c(Nc3ccc4c(c3)OCCO4)c(-c3ccc(C)s3)nc2c1 | ?
COc1cc(OC)cc(C(=O)Nc2c(C(=O)Nc3ccc(F)cc3)oc3ccccc23)c1 | -7%
COc1ccc(CCNC(=O)c2cc3c(=O)[nH]c4ccc(C)cc4c3s2)cc1OC | -38%
O=C(NCc1ccccc1)c1cc(C2CCCCN2C(=O)c2ccccc2)on1 (stereo not given) | 3%
CCCCn1nnnc1C(c1ccccc1)N1CCN(Cc2c(F)cccc2Cl)CC1 (stereo not given) | -2%
OC(c1ccc2c(c1)OCO2)c1ncc(-c2ccccc2)[nH]1 (stereo not given) | 18%
CCC(C(=O)Nc1cc(OC)ccc1OC)n1nc(-c2ccccc2)c2c(c1=O)CCCC2 (stereo not given) | -20%
CC(O)(c1ccc(F)c(F)c1)c1nc(-c2cccc(C(F)(F)F)c2)cs1 (stereo not given) | -23%
COc1cc(-c2noc(CN3CCN(c4ccccc4)CC3)n2)cc(OC)c1OC | 6%
CCc1ccc(-n2c(=O)c3sc4ccccc4c3n(CC(=O)N(CC)Cc3ccccc3)c2=O)cc1 | 0%
O=C(Nc1cccnc1)C1Cc2c(-c3ccc4c(c3)OCO4)ccnc2O1 (stereo not given) | -47%
CCC(C(=O)Nc1ccc(F)cc1F)n1nc(-c2ccccc2)c2c(c1=O)CCCC2 (stereo not given) | -18%
O=[N+]([O-])c1ccc(O/N=[N+](\[O-])N2CCN(c3ncccn3)CC2)c([N+](=O)[O-])c1 | 0%
CCc1nc2c(OCCc3cccc(OC)c3)cccn2c1N(C=O)Cc1ccc(OC)cc1 | -5%
CC(CNC(=O)c1csc2c1CCCCC2)c1ccccc1 (stereo not given) | 95%
CC(C)NC(=O)C1(C)CCN1C(=O)c1cccn1C (stereo not given) | 17%
CCc1nc2ccc(C(=O)NCc3ccc4c(c3)OCO4)cn2c1N(CC)CCN(C)C | 15%
CCC(=O)N1CCc2cc(S(=O)(=O)N(C)c3cccc(C)c3)ccc21 | -10%
COc1ccc(-c2cc3nc(N)cc(=O)n3[nH]2)cc1 | 2%
CCNC(=O)C1CCCN(C(=O)c2cc(F)cc(F)c2)CC1 (stereo not given) | -1%
CCCCNC(=O)C1(C)CCCCN1C(=O)c1csnn1 (stereo not given) | 26%
CC1(C(=O)Nc2ccc(F)cc2F)CCN1C(=O)CCC1CCCC1 (stereo not given) | 12%
COc1cccc(-c2nc3nc(C)cc(C)n3c2Nc2c(C)cccc2C)c1 | -8%
O=C(NCc1ccc(F)cc1)c1cc(C2CCCN(C(=O)C3CCCCC3)C2)on1 (stereo not given) | -10%
O=C1C(Sc2cccc(F)c2)=C[C@@]2(O)CC[C@@H](O)[C@]1(Sc1cccc(F)c1)[C@H]2O | 0%
CC(C)NC(=O)N1Cc2cc(C(=O)NC3CCCC3)nc(-c3cccc(-c4cccnc4)c3)c2[C@@H]1CCO | -34%
CN(C)c1ccc(N=Cc2cccc3ccccc23)cc1 | 14%
Cc1ccccc1C(=O)Nc1ccc2nc(Nc3cccc(C(F)(F)F)c3)cc(C)c2c1 | -18%
CCOC(=O)c1ccccc1NC(=O)Cn1c(=O)n(Cc2ccc(C(=O)NCc3ccc4c(c3)OCO4)cc2)c(=O)c2ccccc21 | 0%
CC(C)CC(=O)[C@@H](O)Cc1ccc(O)cc1 | 4%
CCCCn1nnnc1C(c1cc2ccccc2o1)N(CCN(C)C)Cc1ccccc1 (stereo not given) | -39%
Further compounds:
SMILES | BRCA1 expr act
CC1Oc2ccc(C#N)cc2N(Cc2ccccc2OC(F)(F)F)C1=O (stereo not given) | 10%
Cc1nc2c(-c3ccccc3)c(C)nn2c(C)c1CCC(=O)NCCc1ccccc1 | -23%
CCCS(=O)(=O)NC(=O)C1(C)CCCN(C(=O)c2ccc(OC)cc2)C1 (stereo not given) | 0%
Cc1nc2c(C(=O)NCCc3ccccc3)c[nH]n2c(=O)c1Cc1ccccc1F | 9%
Cc1ccc(OCC(=O)OCc2cc(=O)n3nc(C4CC4)sc3n2)cc1C | -1%
CCn1cc2nc(SCc3cc(C)ccc3C)n(Cc3ccc(C)cc3)c(=O)c2n1 | 10%
O=S1(=O)CC(N2CCCC2)CN1Cc1cn(Cc2ccc(F)cc2)nn1 (stereo not given) | 2%
CCOc1ccc(NC(=O)Cn2c(=O)n(Cc3ccc4c(c3)OCO4)c(=O)c3ccc(C(=O)NC4CCCCC4)cc32)cc1 | 5%
O=S(=O)(Nc1cccc(-c2ccc(N3CCCC3)nn2)c1)c1ccc(F)cc1F | 0%
CCN(C(=O)Cn1cnc2sc(C)c(S(=O)(=O)N3CCN(c4ncccn4)CC3)c2c1=O)c1ccccc1F | 6%
CC(C)C[C@@H](CN1CCC[C@@H]1CN1C(=S)NC[C@@H]1Cc1ccc(O)cc1)N1C[C@H](Cc2ccc(O)cc2)N(CC2CCCCC2)C1=S | -68%
CCOc1ccc(NC(=O)C2CCN(c3nnc(C)c4c(C)n(-c5ccccc5)nc34)CC2)cc1 | 15%
O=C(Nc1ccccc1)N(Cc1ccc(F)cc1)c1ccccn1 | 0%
CCCN1CCN(CC2=C(C(=O)OCC)C(c3ccc(Cl)cc3)NC(=O)N2)CC1 (stereo not given) | -36%
CC(C)C(=O)N1CCC1(C)C(=O)NCc1ccc(C(C)(C)C)cc1 (stereo not given) | 16%
Cn1c(NCCOc2ccccc2)nc2cc(-c3ccc(F)cc3)sc2c1=O | 15%
Cc1ccccc1NC(=O)Nc1nc(C(N)C2CCCCC2)cs1 (stereo not given) | -67%
CCOC(=O)C1=CC[C@@H](c2ccc([N+](=O)[O-])cc2)N(S(=O)(=O)c2ccc(C)cc2)[C@H]1c1ccccc1 | -4%
COc1ccccc1Cc1c(-c2ccc(OC)c(OC)c2)nc2c3ccccc3ccn12 | -56%
COc1ccc(NCc2cccn2-c2nnc(N3CCOCC3)s2)c(OC)c1 | 14%

Five compounds already listed, arranged by formula weight, lowest first.
SMILES | BRCA1 expr act
O=C(Nc1ccccc1)N(Cc1ccc(F)cc1)c1ccccn1 | 0%
CC(C)C(=O)N1CCC1(C)C(=O)NCc1ccc(C(C)(C)C)cc1 (stereo not given) | 16%
Cn1c(NCCOc2ccccc2)nc2cc(-c3ccc(F)cc3)sc2c1=O | 15%
CCCN1CCN(CC2=C(C(=O)OCC)C(c3ccc(Cl)cc3)NC(=O)N2)CC1 (stereo not given) | -36%
CCOc1ccc(NC(=O)C2CCN(c3nnc(C)c4c(C)n(-c5ccccc5)nc34)CC2)cc1 | 15%

Other entries
SMILES | BRCA1 expr act
Cc1nc2c(-c3ccccc3)c(C)nn2c(C)c1CCC(=O)NCc1ccccc1 | 6%
CC(C)(O)C1=C[N+](=O)CC=C1 | 15%
COc1cc2nc(Cl)nc(NC3CCN(C)CC3)c2cc1OC | 0%
Cc1cccc(Cn2cccc2CNS(=O)(=O)c2ccc(C)c(C)c2)c1 | 0%
COc1ccc(NC(=O)C2Cc3c(-c4ccc5c(c4)OCO5)ccnc3O2)cn1 (stereo not given) | -43%
CCOc1ccc(CNC(=O)CCS(=O)(=O)c2cc3c4c(c2)CCN4C(=O)CC3)cc1 | -11%
CN(C)c1ccc(/C=C2\C=Cc3ccccc32)cc1N | 17%
O=C(Nc1ccccc1)C1Cc2c(-c3ccco3)ccnc2O1 (stereo not given) | 20%
CCN1Cc2cccc(C(=O)Nc3ccc(F)cc3)c2C1=O | 1%
Cc1ccc(CN2CC(N3CCN(Cc4cccc(C)c4)CC3)CS2(=O)=O)cc1 (stereo not given) | -12%
Nc1ccn([C@@H]2O[C@H](C(=O)N3CCSC3)[C@@H](O)[C@H]2O)c(=O)n1 | 6%
CC(=O)N1c2c(cc(Br)cc2S(=O)(=O)NCc2ccccc2Cl)CC1C (stereo not given) | -17%
CC1=C(C(=O)OC2CCCC2)C(c2c(F)cccc2Cl)CC(=O)N1 (stereo not given) | 0%
COCOc1ccc(-c2ncc(OCCN3CCCC3=O)nc2NC(=O)c2cc3ccccc3s2)cc1 | 0%
COc1ccc(-c2cc(NC(C)=O)c3ncc(-c4cccc(C(F)(F)F)c4)n3c2)c(OC)c1 | -19%
COc1ncc(-c2ccc(N3C(c4ccsc4)=Cc4ccc(F)cc4C3CC(C)=O)cc2)cn1 (stereo not given) | 0%
CN(C)c1cccc(NC(=O)C2(C)Cc3c(-c4cccnc4)ccnc3O2)c1 (stereo not given) | -6%
C#CCNC(=O)C[C@@H]1C[C@@]2(C(=O)OCC)CCC=C2N(CCC2=CCCCC2)C1=O | 13%
Cc1cc(C)cc(-n2c(SCC(N)=O)nc3c(oc4ccccc43)c2=O)c1 | -21%
COc1ccc(OC)c(NC(=O)C2(C)CCN2Cc2ccc(OC)c3ccccc23)c1 (stereo not given) | 5%

The closing two entries of the part above come first, to join the parts.
SMILES | BRCA1 expr act
Cc1cc(C)cc(-n2c(SCC(N)=O)nc3c(oc4ccccc43)c2=O)c1 | -21%
COc1ccc(OC)c(NC(=O)C2(C)CCN2Cc2ccc(OC)c3ccccc23)c1 (stereo not given) | 5%
Clc1cccc(-c2nc3c4ccccc4ccn3c2CC2CCCCC2)c1 | 15%
NC(Cc1ccc(F)cc1)c1csc(Nc2ccc(C(=O)NCCCO)cn2)n1 (stereo not given) | 17%
O=C(CN1C(=O)c2ccccc2C1=O)C(O)CN1C(=O)c2ccccc2C1=O (stereo not given) | 21%
Cc1cccc(C)c1-n1nnnc1C1c2ccccc2C(=O)N1CCOc1ccccc1 (stereo not given) | 0%
CCc1nc2c(OCC3COc4ccccc4O3)cccn2c1N(C)C(=O)c1cccc(OC)c1 (stereo not given) | -22%
COc1ccccc1-c1cnc(C(O)c2ccc(SC)cc2)[nH]1 (stereo not given) | 4%
O=C(COc1ccccc1C(=O)Nc1cccc([N+](=O)[O-])c1)Nc1ccc(Br)cc1 | -2%
Cc1cc(Cl)ccc1-c1nc(NCCN(C)C)nc2ccsc12 | -9%
